Screening results as filed in PubChem.
Rpn11 block – Rpn11 (PSMD14) deubiquitinase inhibitors, primary screen, biochemical, fluorescence polarization, uHTS | AID 588493, 2011 | calls only at 20 µM | 360,000 compounds, 0.59% hits | 26S proteasome non-ATPase regulatory subunit 14 (Homo sapiens), O00487 | human 26S proteasome, Ub4-pepOG fluorescence polarization; 20S core pre-blocked with epoxomicin;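 active means inhibition at 20 µM, scaled to each plate's controls, above about 33%, limit read from the data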
LMPTP block – LMPTP phosphatase inhibitors, primary screen, biochemical, fluorescence intensity, uHTS; recombinant LMPTP-A, OMFP fluorogenic substrate; inhibition, % at 20 µM; 360,000 compounds, 0.22% hits; AID 651560, 2012;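 active means compounds that cut the enzyme signal by at least half of the control window in the single-dose screen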;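 further: plate controls were DMSO wells with enzyme plus substrate for no effect and substrate without enzyme for full effect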
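Assay system: LMPTP-A, protein tyrosine phosphatase of low molecular weight / Medium: pH 6.0 Bis-Tris buffer with DTT and Triton X-100 / Schedule: 50 min enzyme reaction at room temperature, protected from light / Measured by: endpoint fluorescence intensity from OMFP dephosphorylation / Read-out basis: % inhibition relative to no-enzyme and uninhibited control wells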
TbMetRS inhib – T. brucei MetRS inhibitors, primary screen, biochemical, luminescence; methionyl-tRNA synthetase (Trypanosoma brucei brucei); purified T. brucei MetRS, ATP depletion, Kinase-Glo luminescence; inhibition, % at 11.9 µM; 360,000 compounds, 0.4% hits;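 active means inhibition above a per-plate cutoff of the control wells' mean inhibition plus 3 SD, cut at about 5.5% in these data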;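 further: 0% = DMSO wells median and 100% = median of wells with control inhibitor compound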
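Test system: purified T. brucei MetRS enzyme. Also added: ATP, methionine and E. coli bulk tRNA substrates. Compound: 11.9 µM single point. Schedule: 15 min enzyme-compound preincubation, 2 h reaction, 10 min detection, 25 °C. Signal: luciferase luminescence of residual ATP, Kinase-Glo. Evaluation: percent inhibition versus plate control medians. Controls: DMSO wells, low control.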
SUMO1-SIM PPI – modulators of SUMO1 protein-protein interactions, primary screen, biochemical, uHTS; 360,000 compounds, 0.33% hits; AID 602429, 2012; Small ubiquitin-related modifier 1 (Homo sapiens), P63165; SUMO1 binding to a labelled peptide, TR-FRET, 1 h; inhibition, % at 20 µM; in the data active means inhibition above about 37%
STEP block – STEP phosphatase inhibitors, primary screen, biochemical, fluorescence intensity, uHTS; Tyrosine-protein phosphatase non-receptor type 5 (Homo sapiens), P54829; recombinant STEP, OMFP fluorogenic substrate; inhibition, % at 20 µM; 360,000 compounds, 0.25% hits; AID 588621, 2011;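 active means inhibition at 20 µM, scaled per plate between control wells, above about 37%, limit read from the data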;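 further: 0% = DMSO with enzyme and substrate and 100% = substrate only without enzyme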
Target sequence (P54829 whole entry, looked up): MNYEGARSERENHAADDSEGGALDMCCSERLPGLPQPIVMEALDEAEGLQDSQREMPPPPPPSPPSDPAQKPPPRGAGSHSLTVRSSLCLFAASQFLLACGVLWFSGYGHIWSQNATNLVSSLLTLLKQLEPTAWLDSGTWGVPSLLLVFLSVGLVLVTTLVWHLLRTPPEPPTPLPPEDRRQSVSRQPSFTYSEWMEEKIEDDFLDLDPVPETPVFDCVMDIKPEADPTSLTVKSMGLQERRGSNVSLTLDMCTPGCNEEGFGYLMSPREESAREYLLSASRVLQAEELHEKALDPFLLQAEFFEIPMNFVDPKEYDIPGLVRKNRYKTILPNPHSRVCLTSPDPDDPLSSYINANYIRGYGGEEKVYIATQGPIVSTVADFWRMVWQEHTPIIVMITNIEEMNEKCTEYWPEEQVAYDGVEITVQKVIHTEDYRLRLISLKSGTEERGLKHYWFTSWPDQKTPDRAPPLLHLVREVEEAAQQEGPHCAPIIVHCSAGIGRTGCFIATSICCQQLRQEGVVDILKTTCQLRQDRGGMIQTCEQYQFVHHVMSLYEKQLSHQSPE
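System: isolated STEP enzyme; schedule: 20 min enzyme reaction at room temperature, protected from light; medium: Bis-Tris buffer pH 6.0, 2.5 mM DTT, 0.005% Tween 20; signal: fluorescence, 480/540 nm; dosing: single compound dose of 20 µM, 1% DMSO final; also added: OMFP substrate, 25 µM final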
CSN inh – inhibitors of CSN-mediated cullin deneddylation, primary screen, biochemical, fluorescence polarization, uHTS; Purified CSN, SCF-Nedd8-OG deneddylation; inhibition, % at 12.5 µM; 360,000 compounds, 0.38% hits;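 active means pattern-corrected inhibition above about 35%, with an unprinted fluorescence ratio check between 0.5 and 1.5, limit read from the data, passing the limit was not always enough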;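 further: 0% = enzyme with substrate and 100% = substrate without enzyme; some results filed as inactive read as strong as hits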
Target sequence (Q92905 whole entry, looked up, one chain of several): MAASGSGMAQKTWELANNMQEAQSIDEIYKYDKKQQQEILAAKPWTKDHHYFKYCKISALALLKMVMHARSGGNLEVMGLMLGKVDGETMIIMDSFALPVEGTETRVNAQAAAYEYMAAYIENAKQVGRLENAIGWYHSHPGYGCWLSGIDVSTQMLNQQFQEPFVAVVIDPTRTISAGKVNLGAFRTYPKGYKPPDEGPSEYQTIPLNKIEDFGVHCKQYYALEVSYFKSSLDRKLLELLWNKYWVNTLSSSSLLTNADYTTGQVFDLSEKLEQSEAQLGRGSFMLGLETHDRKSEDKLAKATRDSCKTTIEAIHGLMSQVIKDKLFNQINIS
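Assay system: HEK293T-derived human Csn5 enzyme; quantity: 0.24 nM enzyme; medium: Tris/NaCl/DTT buffer, pH 7.5; also added: substrate SCFSkp2-Nedd8OG, 10 nM; doses: 12.5 µM compound; schedule: 90 min reaction at room temperature; signal: FP; read-out: % inhibition of substrate cleavage by Csn5; benchmarks: substrate-only high control, full reaction low control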
NadD block – inhibitors of S. aureus NadD, primary screen, biochemical, colorimetric, uHTS; Nicotinate-nucleotide adenylyltransferase NadD (Staphylococcus aureus N315); purified NadD enzyme, colorimetric absorbance read-out; inhibition, % at 20 µM; 360,000 compounds, 0.78% hits; in the data active means inhibition above about 26%; further: some compounds past the cut are filed as inactive
Scp1 inh – Scp-1 phosphatase inhibitors, primary screen, biochemical, colorimetric, uHTS | Carboxy-terminal domain RNA polymerase II polypeptide A small phosphatase 1 (Homo … | Recombinant Scp1, phosphopeptide, malachite green phosphate absorbance | inhibition, % at 20 µM | 340,000 compounds, 0.88% hits;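 active means inhibition above about 50% at 20 µM, limit read from the data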;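 further: plate controls were DMSO wells with enzyme for no effect and wells lacking enzyme for full effect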
Target sequence (Q9GZU7 76-261 limits assumed): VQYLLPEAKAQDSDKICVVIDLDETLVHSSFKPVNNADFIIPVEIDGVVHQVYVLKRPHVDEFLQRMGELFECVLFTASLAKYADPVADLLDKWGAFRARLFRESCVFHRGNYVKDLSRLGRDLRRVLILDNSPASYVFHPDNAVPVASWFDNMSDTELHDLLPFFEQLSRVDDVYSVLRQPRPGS
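Incubation: 45 min enzyme reaction at room temperature / System: truncated SCP-1 phosphatase (76-261aa) / Reagent: Phospho 17-mer peptide substrate / Buffer or medium: Acidic Tris acetate buffer with magnesium and detergent / Signal: absorbance at 630 nm / Doses: one concentration, 20 µM, with 1.0% DMSO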
DNMT1 block – human DNMT1 methyltransferase inhibitors, primary screen, biochemical, molecular beacon, fluorescence, HinP1I cleavage, uHTS. DNA (cytosine-5)-methyltransferase 1 (Homo sapiens), P26358. inhibition (reported as % activation of signal), % at 10 µM. 360,000 compounds, 0.83% hits. AID 588458, 2011; in the data active means inhibition above about 50%
MLLE-PAM2 inh – inhibitors of PABP1 MLLE–PAM2 peptide binding, primary screen, biochemical, fluorescence polarization, FITC-PAM2, GST-MLLE. Polyadenylate-binding protein 1 (Homo sapiens), P11940. inhibition, % at 20 µM. 360,000 compounds, 0.36% hits. AID 588489, 2011; in the data active means inhibition above about 35%, passing the limit was not always enough;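 further: plate controls were DMSO wells with GST-MLLE for no effect and wells lacking GST-MLLE protein for full effect; some results filed as inactive read as strong as hits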
Numbers without * were called inactive; i = inactive; nt = not tested or not shown; + = active, no number. Compounds were not picked by outcome (roughly 3.6% active in at least one column).

Rpn11 block	LMPTP block	TbMetRS inhib	SUMO1-SIM PPI	STEP block	CSN inh	NadD block	Scp1 inh	DNMT1 block	MLLE-PAM2 inh	SMILES
i	-0.5	-1.4	-8	0	0	1	-10	0	-18	COc1ccc(/C=N/NC(=O)c2ccc(C)nc2)cc1O
i	0.7	0.1	0	-3	3	-7	-8	-4	7	CC(=O)Nc1ccc(C(=O)COC(=O)CCc2ccccc2)c(F)c1
i	0.0	0.1	1	-2	-6	-2	-14	0	69*	Cc1cc(NC(=O)CSc2nccn2-c2cccc(Cl)c2)no1
i	4.4	-0.3	-3	1	2	1	-6	25	-25	N#Cc1ccc(C#Cc2ccc3oc4ccccc4c(=O)c3c2)cc1
i	-0.8	0.5	2	-2	-6	-6	-10	3	5	Cc1cccc(NC(=O)C(=O)NCC2CCCN2S(=O)(=O)c2cccs2)c1C (centres undefined)
i	1.0	0.0	-1	-3	1	-4	0	3	-8	COCCCNC(=O)Nc1ccc(F)cc1F
i	1.4	-0.2	0	5	-2	9	-8	54*	-11	O=C(Nc1ccc(O)c2c(=O)cc(-c3cccc(Cl)c3)oc12)c1ccccc1Cl
i	-0.5	0.3	2	-1	-2	-2	-5	-2	0	CN(CCOc1cccc2ccccc12)Cc1ccccc1
i	0.4	-0.3	-5	-6	12	24	-4	8	-47	O=C(NCc1ccc(OC(F)(F)F)cc1)c1cccc2c1C(=O)c1ccc(N3CCC(Cc4ccccc4)CC3)cc1S2(=O)=O
i	1.6	-0.5	10	2	0	1	-4	-3	-6	CCn1cc(C(=O)NCCC2=CCCCC2)c(=O)c2cc(S(=O)(=O)N(C)C)ccc21
i	-0.5	0.0	-10	5	6	-1	2	-1	-9	Cc1ccc(-c2cc[n+](Cc3ccccc3)cc2)cc1
i	-2.4	-0.5	2	0	-4	-6	-40	-4	3	COc1cc(CNCC(C)C)c(Br)cc1OCC(=O)NCc1ccccc1
i	0.6	-0.8	-3	-1	0	-1	-3	-2	0	O=C(CCCc1ccccc1)Nc1ccnn1C1CCN(Cc2ccccc2)CC1
i	-1.5	-0.3	8	-3	-1	-8	-5	-1	-10	COC(=O)c1cc(Cl)c(NC(=O)c2cc3ccccc3o2)cc1OC
i	-0.3	-0.2	4	0	4	-2	5	1	-1	Cc1cc(C)n2nc(C(=O)NNC(=O)c3ccccc3)nc2n1
i	3.7	0.7	5	-1	-2	1	-9	20	5	COc1cc(CNc2ccc3[nH]c(=O)[nH]c3c2)ccc1OCc1ccc(F)cc1
i	2.0	0.8	13	-3	-3	0	4	6	1	CC[C@]1(C(=O)OC)[C@H]2C(=O)N(Cc3ccccc3)C(=O)[C@H]2[C@H]2CN(C)C(=NCc3ccccc3)N21
i	-1.0	0.7	2	-1	-1	-8	-1	0	-14	Cc1ccc(NC(=O)COC(=O)CCc2nc3ccccc3c(=O)[nH]2)cc1Cl
i	-1.6	-0.2	-14	2	8	0	3	0	-14	COc1cccc(NC(=O)COC(=O)c2ccc3ccccc3n2)c1
i	-0.5	-0.9	9	0	-4	-2	-5	-6	9	CC(NC(=O)CCc1ccccc1)c1ccc2c(c1)OCO2 (centres undefined)
i	-1.3	0.1	2	-1	6	11	17	4	-45	CN(CC(=O)Nc1cccc(F)c1)C(=O)CCc1nc2ccccc2c(=O)[nH]1
i	-0.9	-0.8	7	-3	-4	-6	-6	0	-2	Cc1ccc(NC(=O)c2cnccn2)cc1
i	-1.6	-0.4	-30	-3	1	8	-4	-3	-22	CC(=O)Nc1ccc(S(=O)(=O)NNc2ccc([N+](=O)[O-])cc2)cc1
i	-1.7	0.0	3	-4	2	-4	1	2	15	c1ccc(-c2ccccc2OCCCN2CCCCC2)cc1
i	0.3	-0.7	4	-2	-4	0	-7	5	-59	COC(=O)c1cnc(NNS(=O)(=O)c2ccc(Cl)cc2)nc1C(F)(F)F
i	-1.6	-0.2	-4	0	0	-7	-6	5	14	CC(=O)Nc1nnc(SCc2cc(=O)c(OC(=O)c3ccccc3)co2)s1
i	0.4	-0.6	1	-2	1	-4	-14	4	-16	COc1cccc(C(=O)n2ccc(-c3cccs3)n2)c1
i	-1.2	-0.4	-24	1	-5	0	-4	-3	-11	NC(=O)c1ccc(Sc2nnc(-c3cccs3)n2CC2CCCO2)c([N+](=O)[O-])c1 (centres undefined)
i	-1.8	-0.7	-3	-5	0	-4	-5	-5	-6	COCc1cc(=O)n2[nH]c(C)nc2n1
i	-1.6	0.1	0	3	1	-3	12	1	-47	COc1cc(C(=O)O)ccc1OCc1ccncc1
i	0.6	-0.5	1	1	5	3	-2	-5	7	Cc1ccc(C(C(=O)NC2CCCC2)N(C(=O)Cc2cccs2)c2ccc(C)c(C)c2)o1 (centres undefined)
i	-1.4	-0.9	4	-2	3	-1	-6	-1	-7	O=C(Nc1ccncc1)c1c(F)cccc1F
i	4.3	-0.1	19	3	7	8	83*	-3	-4	Cc1c(CCC(=O)O)c(=O)oc2cc(OCc3ccccc3Br)ccc12
i	1.7	4.6	-4	-2	4	-2	4	-6	4	O=C(COc1cccc2ccccc12)Nc1nc2ccccc2[nH]1
i	1.6	-0.5	0	1	3	-4	-5	-6	13	CCc1ccc(C(=O)COC(=O)C(CCSC)NC(=O)c2ccccc2)cc1 (centres undefined)
i	-0.8	-0.4	0	-2	-11	-1	-1	2	-9	CCN(C(=O)Cn1cc(C(F)(F)F)ccc1=O)c1c(N)n(Cc2ccccc2)c(=O)[nH]c1=O

Reformatted as a markdown table: part of the list above
| SMILES | Rpn11 block | LMPTP block | TbMetRS inhib | SUMO1-SIM PPI | STEP block | CSN inh | NadD block | Scp1 inh | DNMT1 block | MLLE-PAM2 inh |
| --- | --- | --- | --- | --- | --- | --- | --- | --- | --- | --- |
| COc1cccc(C(=O)n2ccc(-c3cccs3)n2)c1 | i | 0.4 | -0.6 | 1 | -2 | 1 | -4 | -14 | 4 | -16 |
| NC(=O)c1ccc(Sc2nnc(-c3cccs3)n2CC2CCCO2)c([N+](=O)[O-])c1 (centres undefined) | i | -1.2 | -0.4 | -24 | 1 | -5 | 0 | -4 | -3 | -11 |
| COCc1cc(=O)n2[nH]c(C)nc2n1 | i | -1.8 | -0.7 | -3 | -5 | 0 | -4 | -5 | -5 | -6 |
| COc1cc(C(=O)O)ccc1OCc1ccncc1 | i | -1.6 | 0.1 | 0 | 3 | 1 | -3 | 12 | 1 | -47 |
| Cc1ccc(C(C(=O)NC2CCCC2)N(C(=O)Cc2cccs2)c2ccc(C)c(C)c2)o1 (centres undefined) | i | 0.6 | -0.5 | 1 | 1 | 5 | 3 | -2 | -5 | 7 |
| O=C(Nc1ccncc1)c1c(F)cccc1F | i | -1.4 | -0.9 | 4 | -2 | 3 | -1 | -6 | -1 | -7 |
| Cc1c(CCC(=O)O)c(=O)oc2cc(OCc3ccccc3Br)ccc12 | i | 4.3 | -0.1 | 19 | 3 | 7 | 8 | 83* | -3 | -4 |
| O=C(COc1cccc2ccccc12)Nc1nc2ccccc2[nH]1 | i | 1.7 | 4.6 | -4 | -2 | 4 | -2 | 4 | -6 | 4 |
| CCc1ccc(C(=O)COC(=O)C(CCSC)NC(=O)c2ccccc2)cc1 (centres undefined) | i | 1.6 | -0.5 | 0 | 1 | 3 | -4 | -5 | -6 | 13 |
| CCN(C(=O)Cn1cc(C(F)(F)F)ccc1=O)c1c(N)n(Cc2ccccc2)c(=O)[nH]c1=O | i | -0.8 | -0.4 | 0 | -2 | -11 | -1 | -1 | 2 | -9 |

The list goes on.
Rpn11 block	LMPTP block	TbMetRS inhib	SUMO1-SIM PPI	STEP block	CSN inh	NadD block	Scp1 inh	DNMT1 block	MLLE-PAM2 inh	SMILES
i	-1.3	-0.4	3	3	4	2	-4	-5	1	CCCCn1c(CN2CCN(C)CC2)nc2ccccc21
i	-0.4	-1.3	7	-2	4	-3	5	0	-3	COC(=O)c1cc(C)sc1NC(=O)CN1CCN(C(=O)c2ccco2)CC1
i	-0.8	0.2	6	-3	-2	-4	-3	-1	-1	COC(=O)c1ccc(NS(=O)(=O)c2cc(C)ccc2OC)cc1
i	1.5	-0.4	-46	-1	-2	9	9	-18	-1	COC(=O)C1=C(C)N(Cc2ccccc2)C(=NCc2cccc(C(F)(F)F)c2)N[C@H]1c1cccc(F)c1
+	16	18*	14	0	6	3	0	-1	7	Clc1cccc(CNc2nc(-c3cccnc3)nc3ccccc23)c1
i	3.2	-0.7	1	2	-2	8	4	-3	-10	CCCCc1ccc(-c2nc(-c3ccncc3)no2)cc1
i	-2.1	0.0	4	-6	-4	2	-5	-1	1	NS(=O)(=O)c1ccc(N2CCOCC2)c(C(=O)NCCCSc2ccccc2)c1
i	-1.0	-0.5	0	0	-2	-4	-5	0	0	O=C(COc1ccccc1[N+](=O)[O-])N1CCN(S(=O)(=O)c2ccccc2)CC1
i	-1.6	-0.4	-4	-1	-2	-6	11	2	1	Cn1ccnc1C(=O)c1ccc(Cl)c(S(=O)(=O)N2CCOCC2)c1
i	-1.1	-1.2	-2	-1	-6	-5	-3	1	9	O=C(Cc1cccc2ccccc12)Nc1cccnc1
i	1.0	0.4	3	0	-2	0	-4	-1	-5	Cn1c(N)c(C(=O)COC(=O)COc2ccc(C#N)cc2)c(=O)n(C)c1=O
i	-1.0	-0.5	2	-2	-1	4	nt	2	7	COc1ccc(C(=O)Nc2nc(C)cs2)cc1S(=O)(=O)N1CCOCC1
i	0.5	0.1	-2	1	-1	2	-9	-3	-1	COc1ccc(C2C3=C(CC(C)(C)CC3=O)Oc3ncn4nc(-c5cccnc5)nc4c32)cc1 (centres undefined)
